Bioassay records: PubChem BioAssay, NMMLSC
ABCG2 block = ABCG2 efflux pump inhibitors, primary screen, multiplex with ABCB1, IgMXP3 cells, flow cytometry; JC-1 efflux; inhibition, % at 6.6 µM; 190,000 tested, 0.1% active; AID 1325, 2008;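 active = inhibition above 80%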;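 note: 0% = DMSO and 100% = nicardipine control wells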
Target sequence (Q9UNQ0 whole entry, looked up): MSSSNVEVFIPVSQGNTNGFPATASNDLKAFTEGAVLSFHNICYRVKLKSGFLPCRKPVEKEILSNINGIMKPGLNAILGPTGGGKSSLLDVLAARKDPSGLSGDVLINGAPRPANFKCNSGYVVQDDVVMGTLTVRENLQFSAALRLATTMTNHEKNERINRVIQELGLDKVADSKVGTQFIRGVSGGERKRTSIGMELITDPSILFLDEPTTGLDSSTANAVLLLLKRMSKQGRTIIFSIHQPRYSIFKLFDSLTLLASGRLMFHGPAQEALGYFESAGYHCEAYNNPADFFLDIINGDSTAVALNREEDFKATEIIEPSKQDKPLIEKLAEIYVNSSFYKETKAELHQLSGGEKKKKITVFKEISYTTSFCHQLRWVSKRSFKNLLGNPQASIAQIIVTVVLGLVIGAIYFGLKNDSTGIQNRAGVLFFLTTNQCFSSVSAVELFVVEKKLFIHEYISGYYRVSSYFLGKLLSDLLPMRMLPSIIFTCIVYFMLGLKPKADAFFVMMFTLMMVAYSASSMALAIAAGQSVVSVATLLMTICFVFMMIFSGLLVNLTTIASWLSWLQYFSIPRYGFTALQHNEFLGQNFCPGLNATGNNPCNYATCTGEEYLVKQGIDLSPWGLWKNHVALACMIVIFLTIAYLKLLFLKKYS
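Times: 10 min at 25 °C | Test system: Two drug-resistant human cell lines, ABCG2 and ABCB1 | Quantity: 3 million cells/mL final, two lines in 1:1 ratio | Signal: Flow cytometry, 530 nm JC-1 signal | Dosing: Compound at 6.6 µM | Controls: Nicardipine and DMSO wells | Reagent: JC-1 as fluorescent efflux pump substrate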
Bfl-1 Bim block = inhibitors of Bim binding to Bfl-1, primary screen, biochemical, multiplexed, bead-based flow cytometry; Bcl-2-related protein A1 (Homo sapiens), Q16548; Bim-Bfl-1 binding inhibition; inhibition, % at 10 µM; 190,000 tested, 0.12% active;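 note: 0% = wells without compound plus tracer and 100% = blocker peptide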
RGS7-Gao reg = RGS7-Galphao binding modulators, primary screen, biochemical, multiplexed bead flow cytometry. 220,000 tested, 0.35% active. actives lie on both sides. AID 1439, 2008. binding response (% of control), % at 10 µM; in the data active = binding response below about 49% or above about 150%; inconclusive = no clear call, values can overlap the other calls; inactive = in between;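 note: fluorescent Galphao held in activated GDP-AlF4 state binding bead-coupled RGS7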
ABCB1 inh = ABCB1 efflux pump inhibitors, primary screen, cell-based, multiplex, flow cytometry, ABCG2 counter-screen; CCRF-Adr cells, JC-1 efflux; inhibition, % at 6.6 µM; 190,000 tested, 0.067% active; in the data active = inhibition above about 40%;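 note: 0% = vehicle and 100% = reference inhibitor; higher value means more JC-1 retained so stronger ABCB1 efflux block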
Bim-Bcl-2 = inhibitors of Bim-Bcl-2 binding, primary screen, biochemical, multiplexed, human Bcl-2 family | 190,000 tested, 0.06% active | Apoptosis regulator Bcl-2 (Homo sapiens), P10415 | Bead-based flow cytometry, Bim peptide-Bcl-2 binding | inhibition, % at 10 µM; in the data active = inhibition above about 40%; inconclusive = no clear call, values can overlap the other calls;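 note: 0% = no compound wells with probe peptide and 100% = reference peptide inhibitor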
Bcl-XL Bim block = inhibitors of Bim-Bcl-XL binding, primary screen, biochemical, multiplexed, bead flow cytometry, human Bcl-XL | Bim peptide-Bcl-XL binding, fluorescence | 190,000 tested, 0.04% active | inhibition, % at 10 µM
Target sequence (Q07817 whole entry, looked up): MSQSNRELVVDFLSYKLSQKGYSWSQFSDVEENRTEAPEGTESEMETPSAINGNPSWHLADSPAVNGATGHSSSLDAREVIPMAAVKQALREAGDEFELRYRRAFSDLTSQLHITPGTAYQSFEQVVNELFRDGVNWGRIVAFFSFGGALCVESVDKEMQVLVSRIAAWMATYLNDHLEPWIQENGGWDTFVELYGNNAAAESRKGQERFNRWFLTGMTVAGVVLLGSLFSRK
RGS8-Gao = RGS8-Galphao binding modulators, primary screen, biochemical, multiplexed bead flow cytometry; Guanine nucleotide-binding protein G(o) subunit alpha (Homo sapiens), P09471; response (percent of control binding), % at 10 µM; actives lie on both sides; 220,000 tested, 0.34% active; in the data active = response below about 60% or above about 140%; inactive = in between;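 note: Galphao activated as the GDP aluminium fluoride complex binding bead-coupled RGS8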
Bcl-W Bim block = inhibitors of Bim binding to Bcl-W, primary screen, biochemical, multiplexed, bead-based flow cytometry; Bim peptide-Bcl-W binding; inhibition, % at 10 µM; 190,000 tested, 0.02% active;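 note: 0% = bound tracer without compound and 100% = peptide blocker; higher means less fluorescent Bim peptide bound to Bcl-W beads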
Target sequence (Q92843 whole entry, looked up): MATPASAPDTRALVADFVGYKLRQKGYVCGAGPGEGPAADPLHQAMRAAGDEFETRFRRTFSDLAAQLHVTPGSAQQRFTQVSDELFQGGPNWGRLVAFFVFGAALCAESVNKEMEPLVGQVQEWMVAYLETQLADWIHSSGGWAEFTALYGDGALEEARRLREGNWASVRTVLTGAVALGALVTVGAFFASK
Bim-Bcl-B = inhibitors of Bim-Bcl-B binding, primary screen, biochemical, multiplexed, human Bcl-2 family; inhibition, % at 10 µM; Bcl-2-like protein 10 (Homo sapiens), Q9HD36; 190,000 tested, 0.073% active; AID 951, 2007; bead-based flow cytometry, Bim peptide-Bcl-B binding;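 note: 0% = tracer peptide without compound and 100% = reference inhibitor peptide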
RGS4-Gao reg = modulators of RGS4 binding to Galphao, primary screen, biochemical, multiplexed bead flow cytometry; Guanine nucleotide-binding protein G(o) subunit alpha (Homo sapiens), P09471; actives lie on both sides; binding response (% of control), % at 10 µM; 220,000 tested, 0.33% active; in the data active = binding response below about 49% or above about 150%; inactive = in between;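 note: fluorescent Galphao activated with aluminum fluoride binding bead-coupled RGS4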
GSH fluor = compound fluorescence on glutathione beads, profiling panel, artefact control, biophysical, 488/530 nm, flow cytometry. fluorescence (KMESF) at 10 µM. GSH beads flow cytometry, compound fluorescence 488/530 nm; active compounds read high. 190,000 tested, 0.25% active; in the data active = fluorescence above about 89;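 note: glutathione beads carrying GST-tagged Bcl family fusion proteins plus one bare bead set; values are compound well signal with DMSO vehicle wells as background; inactives centre near 16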
* hit, by the source's call; ? = inconclusive; nt = not tested or not shown; & = joins results of further samples. Cut-off read from the data, not from the text of the source, unless noted: active = inhibition above about 40%. Rows were taken by chance; any-hit rate near 1.1%.

A first look (two entries):
Every second line gives: ABCG2 block, Bfl-1 Bim block, RGS7-Gao reg, ABCB1 inh, Bim-Bcl-2, Bcl-XL Bim block, RGS8-Gao, Bcl-W Bim block, Bim-Bcl-B, RGS4-Gao reg, GSH fluor
O=C1CC(N2CCOCC2)C(=O)N1c1ccccc1Cl (configuration not stated)
 : 3, -11, 102, 0.5, -6, -11, 100, 0, -10, 102, 48
Cc1cc(C)n2nc(C(=O)Nc3nccs3)nc2n1
 : 9, -21, 93, -0.1, -5, -9, 100, -1, -7, 97, 35

This part in full, repeating the preview:
Every second line gives: ABCG2 block, Bfl-1 Bim block, RGS7-Gao reg, ABCB1 inh, Bim-Bcl-2, Bcl-XL Bim block, RGS8-Gao, Bcl-W Bim block, Bim-Bcl-B, RGS4-Gao reg, GSH fluor
O=C1CC(N2CCOCC2)C(=O)N1c1ccccc1Cl (configuration not stated)
 : 3, -11, 102, 0.5, -6, -11, 100, 0, -10, 102, 48
Cc1cc(C)n2nc(C(=O)Nc3nccs3)nc2n1
 : 9, -21, 93, -0.1, -5, -9, 100, -1, -7, 97, 35
CN(C)c1ccc(NC(=O)CN2CCN(CC(=O)Nc3ccc(F)cc3)CC2)cc1
 : 0, 0, 98, 0.0, -1, -2, 101, -1, 3, 99, 24
S=C(Nc1ccc(Cl)cc1)NC1CC2CCC(C1)N2Cc1ccccc1 (configuration not stated)
 : 6, -6, 95, 1.5, -1, -4, 99, -3, -12, 98, 20
COc1ccccc1NS(=O)(=O)c1cccc(NC(=O)c2nc3nc(C)cc(C)n3n2)c1
 : 3, -1, 99, 0.3, -1, -1, 103, 0, 1, 96, 12
CS/C(=N\S(=O)(=O)c1cccs1)NC(=O)CSc1nc2ccccc2s1
 : -2, -7, 102, -0.3, -4, 0, 101, 0, -9, 99, 13
Cc1ccc(C(=O)NCc2ccccc2)cc1Br
 : 5, -1, 100, 0.3, -6, -5, 101, 0, -7, 100, 11
C=CCN1C(=O)C(CC(=O)Nc2ccc(OCC)cc2)N(Cc2ccccn2)C1=S (configuration not stated)
 : 0, -4, 104, 0.1, -4, -2, 100, -3, -3, 101, 14
C/C(=C/CCC(C)[C@H]1CC[C@@]2(C)C3=C(CC[C@]12C)[C@@]1(C)CCC(=O)C(C)(C)[C@@H]1CC3)C(=O)O (some centres not stated)
 : 4, 0, 113, 0.7, 0, -7, 114, 1, 0, 112, 17
O=C(CN(CCc1ccccc1)C(=O)CNS(=O)(=O)c1ccc(F)cc1)NCC1CCCO1 (configuration not stated)
 : 0, -13, 98, -0.1, -8, -1, 100, 0, -3, 99, 24
COc1ccc(N2Cc3ccccc3C2=NC(=O)c2cncc(Br)c2)cc1
 : 1, -3, ?, 0.7, -3, -1, 103, 0, -16, 102, 14
Cc1ccc(CNC(=O)c2cnccn2)cc1
 : 0, 0, 99, -0.1, -3, -2, 103, 0, -1, 98, 5
CC(=O)NCc1ccc(C(=O)CSc2nnc(-c3ccncc3)n2Cc2ccccc2)o1
 : 2, -10, 95, -0.9, -6, -9, 99, -1, -11, 99, 14
COCCNC(=S)N(Cc1cc2cc(C)ccc2n2nnnc12)C1CCCC1
 : 2, 1, 95, 1.8, 1, -1, 99, 0, -12, 98, nt
CCOc1ccc(NC(=O)CN(C)CC(=O)Nc2ccccc2C#N)cc1OCC
 : 1, 0, 99, 0.4, 1, -2, 100, 0, -1, 101, 13
Cc1ccc(N2CCN(c3ccc(C)cc3)C(CC(=O)O)C2=O)cc1 (configuration not stated)
 : 8, -3, 97, 1.1, 0, 2, 97, -2, 0, 97, 35
CCCn1c(CC)nc([N+](=O)[O-])c1Sc1ccc(C)cc1
 : 23, -8, 108, 1.4, 8, 6, 129, 0, 0, 107, 26
C=CCn1cc(C(=O)NCc2ccc(Cl)cc2)c(=O)c2cc(S(=O)(=O)N(CC)CC)ccc21
 : -9, -4, 98, 6.4, -8, -10, 102, -6, -8, 97, 24
Cc1cccc(Oc2ncnc3onc(C)c23)c1C
 : 0, -5, 102, -0.2, -3, -3, 101, 4, -5, 101, 22
CC1=C(C(=O)c2ccccc2)C(c2ccc(N3CCOCC3)cc2)NC(=O)N1 (configuration not stated)
 : 0, -6, 107, -0.2, -3, -4, 103, -2, -5, 102, 11
O=c1nc2ccccc2c(NS(=O)(=O)c2ccccc2)n1-c1ccccc1
 : 0, 7, 98, 0.0, 8, -1, 90, 0, 5, 100, 25
O=C(CN1C(=O)/C(=C\C=C\c2ccccc2)SC1=S)Nc1ccc(F)cc1
 : -11, -8, 111, -1.6, -3, 1, 102, 3, -4, 105, 8
Cc1cc(NC(=O)CSc2nnc(CNc3cccc(C(F)(F)F)c3)n2Cc2ccco2)no1
 : 2, -10, 81, -0.1, -10, 0, 92, 0, -7, 79, 34
COc1cc(CN2CCN(CCOCCO)CC2)cc(OC)c1OC
 : 1, -1, 103, 0.7, -2, 0, 102, -2, -7, 103, 23
CCOC(=O)c1[nH]c2ccc(OC)cc2c1NC(C)=O
 : 1, 0, 121, 0.0, -3, -2, 101, -6, -5, 106, 15
CN1C(=O)c2cccc(N(C)C)c2C1=O
 : 1, 3, 97, 0.4, 4, 3, 104, 2, 0, 102, 23
O=C1CCCN1CCCNCC(=O)N1c2ccccc2Sc2ccccc21
 : 1, -4, 101, 0.3, -3, 0, 101, 1, -2, 97, 15
COc1ccc(NC(=O)Nc2ncccc2C)cc1
 : 1, -4, 103, -0.3, -2, -7, 106, -5, -7, 104, 12
CCc1ccc(NC(=O)Cn2cnc3c(=O)n(C)c(=O)n(C)c32)cc1
 : 9, 9, 106, 1.4, 9, 1, 102, 1, 2, 102, 19
COc1ccc(NC(=S)N2N=CCC2c2ccccc2)cc1 (configuration not stated)
 : 2, -10, 107, 0.1, -7, -5, 105, 0, -9, 104, 29
COc1cc(NS(=O)(=O)c2ccc(NC(=O)COc3ccc(C)cc3)cc2)nc(OC)n1
 : 2, -1, 99, 0.5, 0, -1, 98, 1, 0, 102, 23
CC1CCN(S(=O)(=O)c2ccc(C(=O)OCc3ccc4c(c3)OCO4)cc2)CC1
 : 7, 0, 100, 1.4, -4, -1, 100, 0, -4, 100, 20
N#C/C(=C/c1ccc2c(c1)OCO2)C(=O)NCCc1c[nH]c2ccccc12
 : 6, 3, 104, 0.3, 2, -9, 112, 6, 1, 108, 53
Cn1cccc1/C=C1\CCc2ccccc2C1=O
 : 8, 0, 94, 0.7, 0, -1, 97, 0, -3, 95, 13
O=C1CC(c2cccc(Cl)c2)c2cc3c(cc2N1)CCC3 (configuration not stated)
 : 2, 0, 99, 0.6, -3, -2, 100, -1, 0, 101, 23
CCOc1ccc(N(CC(=O)NC(C)CC)S(=O)(=O)c2c(C)noc2C)cc1 (configuration not stated)
 : 2, 0, 98, 0.6, 0, 1, 95, 0, 2, 97, 11
CC(C)c1ccc(/C=C/C(=O)NCCCc2ccccc2)cc1
 : -2, -2, 97, 0.1, -5, -10, 104, -4, -6, 100, 8
O=C(O)c1ccccc1C1=Nc2ccc(O)cc2Oc2cc(O)ccc21
 : 1, -3, 100, 0.2, -3, 0, 99, 2, 0, 99, 4
S=C(NC1CCCCC1)NN(c1ccccc1)c1ccccc1
 : -1, 1, 100, 2.4, -3, -4, 101, -1, -4, 98, 7
Cc1cc(=O)n2[nH]c(-c3ccc(C(C)(C)C)cc3)cc2n1
 : 2, -7, ?, 0.2, -3, -4, 99&98, 2, -2, 93&95, 32
Cc1nn(-c2ccccc2)cc1/C=N/NS(=O)(=O)c1ccccc1
 : 6, -1, 97, 0.2, -7, -6, 101, -2, -3, 101, 13
Cc1ccc(C)c(CSc2nnc([C@@H](N)C(C)C)o2)c1
 : 2, -9, 100, 0.6, -6, 4, 97, 0, -5, 99, 55
CCCCOc1ccc(C(=O)NC)cc1
 : 3, -10, 98, 0.1, -4, -2, 103, -1, -10, 101, 23
Cc1cc(-c2ccco2)n(CC(=O)NCc2ccccc2)n1
 : 1, 1, 100, 0.5, 0, -7, 101, -3, -2, 96, 20
CCN(CC)C(=O)CC(c1ccc(F)cc1)c1ccc(OC)cc1 (configuration not stated)
 : 5, -7, 99, 1.5, -3, -2, 100, -1, -1, 99, 13
CC1CN(S(=O)(=O)c2cccs2)CC(C)O1 (configuration not stated)
 : -5, -12, 101, -0.3, -10, -4, 100, -1, -7, 101, 11
Cc1cccc(N2CCN(C(=S)Nc3ccc4nc(N5CCOCC5)cc(C)c4c3)CC2C)c1 (configuration not stated)
 : 1, 4, 106, 0.4, 4, -3, 99, -2, 0, 98, 14
CCOc1ccc2[nH]c(=O)c(CN(Cc3nnnn3Cc3ccccc3)CC3CCCO3)cc2c1 (configuration not stated)
 : 3, 8, 101, 1.2, nt, 0, 102, -1, 16, 102, 11
COc1cc(C2CC(=O)c3cnc(NC(C)=O)nc3C2)cc(OC)c1OC (configuration not stated)
 : 13, 0, 100, 0.6, 0, -5, 106, -3, nt, 103, nt
COCCn1c(COc2ccc(C)cc2)nc2ccccc21
 : 2, -1, 103, 0.7, 2, -6, 101, -5, -1, 104, 18
COCCN1C(=O)N[C@@H](CCc2ccccc2)C(C(C)=O)=C1C
 : 1, 0, 101, 0.2, 0, 0, 97, 1, -4, 99, 18
c1ccc(Cn2nnc3c(NCC4CCCO4)nc(C4CC4)nc32)cc1 (configuration not stated)
 : 11, 3, 112, 2.5, 3, 1, 111, 4, 5, 109, 12
CC(C(=O)OCc1nnc(-c2ccccc2)o1)N1C(=O)c2ccccc2C1=O (configuration not stated)
 : 0, -10, 112, 0.2, -2, -30, 107, 0, -5, 111, 263*
CCN(CC)C(=O)NC1CC2CCCC(C1)N2Cc1ccccc1 (configuration not stated)
 : -8, -1, 97, -0.8, 1, -5, 97, -1, -4, 100, 21
COC(=O)c1c(NC(=O)c2cccnc2)sc(C)c1C
 : 1, -8, 101, -0.1, -6, 5, 104, 6, -1, 104, 54
N#CC(C#N)=C1NC2(CCCC2)Cc2ccccc21
 : 15, -2, 90, 1.1, -1, -6, 86, -3, -4, 86, 2
Cc1ccc(C(=O)N2Cc3ccccc3CC2C(=O)O)cc1 (configuration not stated)
 : 16, -14, 101, -0.3, -5, -10, 103, -4, -5, 101, 22
COc1ccc(N(Cc2cc3cc(OC)ccc3[nH]c2=O)C(=O)c2cccnc2)cc1
 : 12, -2, 101, 0.9, 0, 1, 104, 0, 1, 99, 34
COC(=O)c1cc(-c2ccccc2)on1
 : 4, -14, 103, -0.2, -8, -6, 103, -1, -8, 102, 26
O=C(c1cccnc1Nc1ccccc1F)N1CCOCC1
 : 4, -7, 98, 0.4, -2, 0, 101, 2, -2, 100, 13
O=C(C1=C[C@@H](c2coc3ccccc3c2=O)C[C@@H](OCc2ccc(CO)cc2)O1)N1CCN(Cc2ccc3c(c2)OCO3)CC1
 : 12, -5, 98, 8.1, -1, -1, 102, 0, -3, 102, 22
